dFosB act = enhances mouse delta FosB homodimer DNA binding. P13346. purified delta FosB, TAMRA-CDK5 oligo fluorescence polarization; percent of positive-control signal above neutral wells. activation, % at 25 µM. 340,000 tested, 0.99% active. AID 493131;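 active = mean activation above about 17%, with every replicate also reaching it, limit read from the data, passing the limit was not always enough; inconclusive = only one of the two conditions met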;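 also: fluorescence polarization rise as delta FosB binds a TAMRA Cdk5 AP-1 oligo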
Wnt bcat act = activators of Wnt/beta-catenin signaling; Wnt/beta-catenin reporter cell assay, activator, plate reader; activation, % at 9.35 µM; 300,000 tested, 1.2% active; in the data active = activation above about 30%, passing the limit was not always enough; inconclusive = no clear call, values can overlap the other calls;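 also: 0% = neutral control wells and 100% = positive control wells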
HTR5A ag = counter-screen for OPRM1-OPRD1 agonists: human HTR5A agonism; HTR5A agonist assay, luminescence, cell-based; activation, % at 9.3 µM; P47898; AID 504692; 340,000 tested, 0.61% active; in the data active = activation mostly above about 9.5%, no sharp cut-off; inactive = mostly below about 7.6%;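 also: 0% = cells with vehicle only and 100% = reference agonist; strong numbers were not always called active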
SR-BI DiI-HDL act = SR-BI HDL lipid transfer activation; CHO ldlA[mSR-BI] cells, DiI-HDL uptake fluorescence, 3 h; 100 = double the neutral-control signal; activation, % at 12.5 µM; 320,000 tested, 0.096% active; AID 504775;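 active = mean replicate activation of at least 60% and every replicate at or above 60%; inconclusive = mean or all-replicate condition met, but not both; inactive = mean below 60% and not all replicates reaching 60%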;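 also: 0% = median plate neutral-control signal and 100% = twice that signal; values of inactives mirror those of a sister screen read the other way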
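Material: SR-BI-overexpressing, LDLR-lacking CHO cells; schedule: compound exposure 3 h, 37 °C; reagent: DiI-labelled HDL at 10 µg/mL final; technique: bottom-read fluorescence, 550/595 nm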
SR-BI HDL uptake = mouse SR-BI HDL lipid transfer inhibition; Q61009; ldlA[mSR-BI] CHO cells, DiI-HDL uptake fluorescence, 3 h; inhibition, % at 12.5 µM; 320,000 tested, 0.96% active;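 active = mean replicate inhibition of at least 70% and a set share of replicates each scoring 70 or more; inconclusive = meets just one of the two criteria; inactive = fails both criteria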;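 also: 0% = median of neutral control wells and 100% = median of positive control wells; values of inactives mirror those of a sister screen read the other way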
RTF Ca sens act = cardiac RTF calcium sensitization. IANBD-labeled TnC RTF fluorescence at EC20 calcium; 0% EC20 calcium, 100% full calcium. P19429+P45379. 340,000 tested, 0.24% active. activation, % at 7.2 µM;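 active = activation above the mean over all tested compounds plus 3 SD, cut at about 30% in these data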;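 also: rise in fluorescence read as greater calcium sensitivity of cardiac thin filaments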
Rtt109 Vps75 = inhibitors of Candida albicans Rtt109/Vps75 histone acetyltransferase; Q5AAJ8; purified Rtt109/Vps75, ThioGlo CoA-SH fluorescence, 4 h; inhibition, % at 34.9 µM; 330,000 tested, 0.16% active; AID 540336;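 active = inhibition of at least 50% in every replicate; inconclusive = best replicate reaches 50% inhibition but some replicates fall short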
Target sequence (Q5AAJ8 whole entry, looked up): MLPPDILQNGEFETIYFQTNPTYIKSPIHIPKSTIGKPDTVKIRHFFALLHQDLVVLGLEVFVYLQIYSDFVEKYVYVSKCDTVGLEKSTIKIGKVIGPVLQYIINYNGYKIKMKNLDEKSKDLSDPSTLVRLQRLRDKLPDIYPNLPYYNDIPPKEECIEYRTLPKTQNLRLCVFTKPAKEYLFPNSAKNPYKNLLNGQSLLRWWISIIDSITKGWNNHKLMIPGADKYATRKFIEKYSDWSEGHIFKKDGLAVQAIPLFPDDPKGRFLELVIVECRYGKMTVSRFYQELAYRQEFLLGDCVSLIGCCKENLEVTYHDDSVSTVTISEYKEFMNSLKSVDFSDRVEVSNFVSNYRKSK
MITF act = MITF TRPM1 promoter activation in melanoma cells | 300,000 tested, 0.75% active | SK-MEL-5 TRPM1-promoter luciferase, 24 h; % of positive control, neutral wells = 0 | activation, % at 12.5 µM;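 active = mean activation of at least 80% with every replicate also reaching 80%; inconclusive = mean reaches 80% but some replicate falls short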;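 also: 0% = neutral control wells and 100% = parthenolide positive control wells; values of inactives mirror those of a sister screen read the other way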
CDK5 inh = CDK5/p35 (human) kinase inhibition | Q00535+Q15078 | Recombinant CDK5/p35, ADP-Glo luminescence, 60 min | inhibition, % at 10 µM | 330,000 tested, 0.01% active | AID 488839;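 active = highest replicate inhibition of at least 50% and at least 75% of replicates reaching 50%; inconclusive = only one of the two criteria met; inactive = both criteria failed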;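 also: plate controls were DMSO neutral control for no effect and GW8510 at 10 µM for full effect; many of its hits are not listed in these tables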
Target sequence (Q00535 whole entry, looked up): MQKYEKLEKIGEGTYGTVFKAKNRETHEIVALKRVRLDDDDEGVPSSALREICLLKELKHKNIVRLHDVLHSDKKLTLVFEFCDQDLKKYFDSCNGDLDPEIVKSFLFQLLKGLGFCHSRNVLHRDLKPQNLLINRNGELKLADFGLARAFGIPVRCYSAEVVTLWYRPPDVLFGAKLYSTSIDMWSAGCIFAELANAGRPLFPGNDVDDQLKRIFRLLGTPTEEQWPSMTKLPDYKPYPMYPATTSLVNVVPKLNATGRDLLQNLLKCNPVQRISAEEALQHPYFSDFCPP
Target sequence (Q15078 whole entry, looked up): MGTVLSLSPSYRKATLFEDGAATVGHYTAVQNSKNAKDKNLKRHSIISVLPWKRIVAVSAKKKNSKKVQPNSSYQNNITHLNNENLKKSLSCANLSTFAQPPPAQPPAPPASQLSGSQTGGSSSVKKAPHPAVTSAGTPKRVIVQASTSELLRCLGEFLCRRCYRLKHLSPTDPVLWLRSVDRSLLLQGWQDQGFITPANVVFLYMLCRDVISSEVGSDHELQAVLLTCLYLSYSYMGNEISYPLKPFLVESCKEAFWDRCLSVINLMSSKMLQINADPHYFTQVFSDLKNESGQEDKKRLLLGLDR
PvdQ acylase = blocks Pseudomonas aeruginosa PvdQ acylase activity; purified PvdQ acylase, fluorescence plate reader; inhibition, % at 10 µM; 340,000 tested, 0.063% active; AID 488965; in the data active = inhibition above about 30%, passing the limit was not always enough; inconclusive = no clear call, values can overlap the other calls;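 also: 0% = vehicle neutral wells and 100% = reference inhibitor wells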
Starred values were filed as active, the others as inactive; ? = inconclusive; . = no result given.

Order of values – dFosB act | Wnt bcat act | HTR5A ag | SR-BI DiI-HDL act | SR-BI HDL uptake | RTF Ca sens act | Rtt109 Vps75 | MITF act | CDK5 inh | PvdQ acylase
> COc1ccc(OC)c(NC(=O)N[C@@H](Cc2ccccc2)C(=O)O)c1
  5 | . | 1 | 22 | -22 | 6 | 7 | -1 | 0.4 | -10
> COC(=O)C1=C(C)N(CCc2ccccc2)C(=O)C1
  -2 | . | 0 | 10 | -10 | 9 | 1 | . | 3.2 | -9
> COc1ccc(CN2CCSc3sccc3C2=O)cc1
  -5 | 1 | -4 | 1 | -1 | -1 | -6 | 0 | 0.5 | 5
> COc1cccc(C2C(C#N)=C(N)OC3=C2C(=O)CC(c2ccco2)C3)c1OCc1ccc(F)cc1 (stereo not given)
  -4 | -3 | -2 | 31 | -31 | 3 | -11 | 1 | -0.8 | -8
> COc1ccc(OC)c(NC(=O)CN2CCN(C(=O)c3ccco3)CC2)c1
  -14 | -8 | -2 | 1 | -1 | 4 | -2 | -3 | 2.2 | -2
> CCCCn1c(N)c(N(CC)C(=O)c2ccc(Cl)c(Cl)c2)c(=O)[nH]c1=O
  -8 | -3 | 6 | 28 | -28 | 1 | 0 | -7 | -0.9 | -6
> CCc1cccc(NC(=O)CCNS(=O)(=O)c2ccc3[nH]c(=O)oc3c2)c1
  5 | 0 | 4 | 31 | -31 | -4 | -3 | -4 | 1.3 | -9
> C/C(=N/NC(=O)CN1CCN(Cc2ccccc2)CC1)c1ccc([N+](=O)[O-])cc1
  -5 | -1 | 1 | -2 | 2 | 0 | 6 | . | -0.3 | 13
> CCCCn1c(N)c(N(CC(C)C)C(=O)CSc2ccc3c(c2)OCCO3)c(=O)[nH]c1=O
  -6 | -2 | 9 | 17 | -17 | 0 | 1 | 0 | -9.0 | -19
> Cc1ccc(S(=O)(=O)NCCC(=O)N2CCCCCC2)cc1
  -21 | 0 | -3 | 36 | -36 | 5 | 1 | -1 | 0.1 | -3
> Cc1ccc(C)c(NC(=S)NC(C)C(c2cccs2)N2CCOCC2)c1 (stereo not given)
  -6 | -4 | -1 | 6 | -6 | -2 | -3 | . | -0.3 | -13
> CSc1ccccc1NC(=O)CN(C)CC(=O)NCC(=O)Nc1ccc(F)cc1
  -4 | -3 | 7 | -5 | 5 | -3 | 2 | 3 | -4.0 | -1
> COc1ccc(OC(C)=O)c(C2c3cc(OC)c(OC)cc3CCN2C(C)=O)c1 (stereo not given)
  -2 | . | 17 | 3 | -3 | 6 | -6 | -4 | -0.5 | -3
> CCC(=O)c1ccc(OCC(=O)NCC2COc3ccccc3O2)cc1 (stereo not given)
  -3 | 3 | 3 | 9 | -9 | 2 | -1 | -3 | -2.4 | -4
> CCOC(=O)C1CCN(C(=O)CCc2c(C)nc3cc(-c4ccc(OC)cc4OC)nn3c2C)CC1
  -15 | -2 | 5 | -38 | 38 | 1 | -4 | -6 | -0.3 | -19

Order of values – dFosB act | Wnt bcat act | HTR5A ag | SR-BI DiI-HDL act | SR-BI HDL uptake | RTF Ca sens act | Rtt109 Vps75 | MITF act | CDK5 inh | PvdQ acylase
> NC(=O)CN1C(=O)C(=O)N(Cc2ccc(Cl)cc2)C1=O
  -10 | -2 | -1 | 14 | -14 | 1 | 7 | 0 | 0.1 | 3
> COC(=O)c1ccccc1NC(=S)N1CCN(c2ccc(OC)cc2)CC1
  -1 | 1 | 1 | . | . | -1 | 3 | -6 | 0.3 | 0
> COC(=O)c1ccccc1NC(=O)c1c(Br)cnn1C
  -12 | . | 0 | -43 | 43 | -3 | -19 | -7 | 1.1 | 4
> CCSc1nsc(SCC)c1C(N)=O
  8 | 7 | -1 | -2 | 2 | 12 | -4 | . | -1.3 | -14
> Cc1cc(/C=C(\C#N)C(=O)OCC(=O)NC(=O)NC(C)(C)C)c(C)n1CCC(C)C
  -10 | . | 1 | -18 | 18 | 0 | -20 | 7 | 2.4 | 4
> COc1ccc(/C=C2\C(=O)OCc3cc(OC)c(OC)cc32)cc1OC
  -7 | -4 | 2 | -19 | 19 | 10 | 14 | 18 | -1.6 | 7
> Cc1sc2nc(COC(=O)c3cccc(S(=O)(=O)N(C)c4ccccc4)c3)[nH]c(=O)c2c1C
  -4 | -3 | 4 | . | . | 22 | 6 | 9 | -6.1 | -2
> Cc1nnc(NC(=O)c2cc3ccccc3o2)s1
  -10 | 11 | 2 | -2 | 2 | -5 | 0 | 55 | 0.9 | 1
> O=C(CNS(=O)(=O)c1ccc(Br)s1)N1CCN(c2ncccn2)CC1
  0 | . | -4 | 12 | -12 | 1 | 0 | 2 | 1.0 | -11
> CN(CC(=O)Nc1ccc(Cl)c(C(F)(F)F)c1)C(=O)c1cccc(N2C(=O)CCC2=O)c1
  -25 | -1 | 4 | -18 | 18 | -1 | 3 | 3 | -0.3 | -6
> COc1ccc(CN2CCN(Cc3ccco3)CC2)c(OC)c1
  -2 | -1 | -4 | 2 | -2 | -5 | -5 | -1 | -2.2 | -11
> COC(=O)COc1cccc2c(=O)n(CC(=O)N3CCCc4ccccc43)ccc12
  -5 | 1 | 0 | -6 | 6 | -2 | -3 | 8 | -0.5 | 6
> CCOC(=O)Nc1ccc(S(=O)(=O)Nc2nccc(C)n2)cc1
  5 | -6 | 0 | 23 | -23 | 3 | 8 | . | -2.3 | 11
> CCc1ccc(Oc2cc(Cl)nc(N)n2)cc1
  6 | . | 6 | 2 | -2 | 4 | -6 | 57 | -2.1 | -14
> N#Cc1ccccc1NC(=O)COC(=O)CCc1ccccc1
  -2 | -4 | -1 | 13 | -13 | 6 | -2 | -12 | -0.1 | -12

Order of values – dFosB act | Wnt bcat act | HTR5A ag | SR-BI DiI-HDL act | SR-BI HDL uptake | RTF Ca sens act | Rtt109 Vps75 | MITF act | CDK5 inh | PvdQ acylase
> Cc1ccc(C(O)c2ccc(-n3ccnc3)cc2)cc1 (stereo not given)
  -8 | 2 | -4 | 4 | -4 | 3 | . | -7 | -0.9 | -10
> Cc1cccc(N(C(=O)Nc2ccc(Cl)cc2)C2=NCC(C)S2)n1 (stereo not given)
  0 | 7 | -1 | -12 | 12 | -1 | 3 | 10 | 1.0 | -19
> CCn1c(SCC(=O)Nc2ccc(C(C)=O)cc2)nc2nc3c(cc2c1=O)CCCC3
  -14 | . | -3 | -26 | 26 | 4 | -24 | 37 | 0.1 | -13
> O=P(c1cccs1)(c1cccs1)c1cccs1
  -8 | 0 | 0 | -4 | 4 | 2 | -6 | -5 | 0.0 | -13
> NC(=O)c1ccccc1NC(=O)CN1CCCCCC1
  -3 | -3 | 2 | 11 | -11 | -1 | -11 | -6 | 1.3 | -16
> COc1ccccc1-n1c(COc2ccccc2-c2ccccc2)nnc1SCC(=O)c1c(N)n(C)c(=O)n(C)c1=O
  -8 | -2 | 2 | 13 | -13 | 0 | 15 | -5 | -1.0 | 4
> CCOC(=O)/C(=N\Nc1ccc(C(C)=O)cc1)c1csc(Nc2ccccc2)n1
  -1 | . | -1 | -51 | 51 | 131* | -22 | -12 | -0.2 | -14
> Cc1cccc(C(=O)NCC(=O)OCCOc2ccccc2Cl)c1
  -10 | -2 | 0 | 9 | -9 | -2 | 11 | 14 | -0.5 | 10
> NS(=O)(=O)c1ccc(N/N=C/c2ccccc2Br)cc1
  -4 | 6 | 1 | 0 | 0 | -3 | 13 | 12 | -0.2 | 21
> CN(C)C(=O)Nc1ccccc1CC[N+](=O)[O-]
  -5 | -1 | 7 | 22 | -22 | 1 | 20 | 1 | 0.0 | 12
> CCOC(=O)c1cc2sc(C)cc2n1CC(=O)Nc1ccc2c(c1)OCCO2
  ? | 5 | 3 | 14 | -14 | 3 | 12 | 1 | -1.0 | -10
> COc1ccc(CCNc2nc(C)nc3c2nnn3Cc2ccccc2)cc1OC
  0 | 0 | 1 | -58 | 58 | 3 | -8 | . | -2.5 | -10
> O=C(CCn1c2c(c3ccccc31)CCCC2)NNC(=O)c1ccccc1Cl
  2 | . | 3 | -23 | 23 | 3 | -10 | 5 | 1.2 | -8
> O=C(CN1CCOc2ccccc21)N1CCN(c2cccc(Cl)c2)CC1
  -3 | 0 | 5 | -12 | 12 | 4 | -2 | . | 0.7 | -10
> O=C(Nc1c(C(=O)Nc2cccc(F)c2)oc2ccccc12)c1ccc2c(c1)OCO2
  2 | . | 0 | -48 | 48 | 1 | -8 | 16 | -0.1 | 2

Order of values – dFosB act | Wnt bcat act | HTR5A ag | SR-BI DiI-HDL act | SR-BI HDL uptake | RTF Ca sens act | Rtt109 Vps75 | MITF act | CDK5 inh | PvdQ acylase
> OCCC1CN(Cc2cccs2)CCN1Cc1ccccc1 (stereo not given)
  0 | -1 | 1 | 10 | -10 | -2 | 8 | -3 | 1.4 | -3
> CN(C)c1oc(-c2ccccc2Cl)nc1S(=O)(=O)c1ccccc1
  -5 | -2 | 17 | . | . | -1 | -1 | -8 | -1.9 | -17
> CCC(C)[C@H](NC(=O)OC(C)(C)C)c1nnc(SCc2c(C)[nH]c(=O)[nH]c2=O)o1 (stereo not given in full)
  -1 | . | 4 | . | . | 3 | -19 | 1 | -2.3 | -5
> O=C(COC(=O)Cc1ccsc1)Nc1ccc(Br)cc1F
  11 | 1 | 5 | 17 | -17 | -4 | 7 | 4 | 1.1 | -16
> COc1ccc(CCNC(=O)COC(=O)Cc2c[nH]c3ccccc23)cc1OC
  -6 | 5 | -1 | -17 | 17 | -5 | 8 | -22 | -1.0 | -10
> CC(SCC(=O)O)c1nc2ccccc2[nH]1 (stereo not given)
  -7 | 1 | 4 | -9 | 9 | 7 | -3 | 1 | -1.1 | -9
> COc1ccc(NC(=O)Cc2nnc(SCC(=O)Nc3cc(C)ccc3OC)n2C)cc1
  -4 | -3 | 2 | -41 | 41 | 3 | 18 | . | -0.4 | -5
> COC(=O)c1cc(=O)n(-c2c(Cl)cc(C(F)(F)F)cc2Cl)[nH]1
  1 | 4 | -4 | 9 | -9 | -5 | 10 | . | -2.8 | 17
> Cc1cc(C)nc(SCC(=O)c2ccc(F)cc2F)n1
  -2 | -1 | 3 | 13 | -13 | 0 | 4 | 14 | 1.0 | -17
> Cc1nnc(SCc2cc(=O)[nH]c(N3CCN(Cc4ccccc4)CC3)n2)s1
  -5 | . | 1 | 8 | -8 | 8 | -2 | 13 | 0.1 | -2
> Cc1ccc(OCCCCNC(C)c2ccccc2)c(C)c1 (stereo not given)
  -4 | -6 | -5 | -9 | 9 | -6 | 2 | . | -0.7 | -11
> COc1cccc(C(=O)NCc2nnc(SCC(=O)Nc3nccs3)n2-c2ccccc2)c1
  28* | -1 | -2 | 2 | -2 | 2 | -1 | . | -1.0 | -19
> CC(c1ccccc1)n1c(-c2ccc(Cl)cc2)n[nH]c1=S (stereo not given)
  0 | -1 | 0 | 16 | -16 | 1 | 2 | 17 | 4.6 | -17
> O=C(Cc1csc(-c2ccccc2)n1)NCc1cccs1
  -6 | -1 | -2 | -4 | 4 | 3 | -1 | 10 | 0.5 | -16
> O=C(COc1cc2oc(=O)c3c(c2cc1Cl)CCC3)N1C[C@H]2C[C@@H](C1)c1cccc(=O)n1C2
  -1 | -1 | 0 | 7 | -7 | 2 | 4 | -2 | -1.7 | -14

From PubChem
